Screening results deposited in PubChem BioAssay by several laboratories.
HEK293 NOD2/NF-kB – inhibition of NOD2-driven NF-kB reporter – cell-based, luminescence, uHTS, HEK293 (AID 1566). inhibition, % at 4 µM; hits with a dose series show EC50 in µM. HEK293 NOD2/NF-kB luciferase reporter, luminescence; higher % means a stronger effect. 290,000 compounds, 0.63% hits; further: many of its hits are not listed in these tables
SIAH1 antagonists – Siah-1 peptide-binding antagonists, primary screen, biochemical, fluorescence polarization, rhodamine-plectin, uHTS (AID 1817); 290,000 compounds, 0.02% hits; displacement, % at 20 µM, or IC50 in µM where a hit was titrated; Siah-1 / rhodamine-plectin peptide fluorescence polarization; higher % means a stronger effect;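 active means displacement of at least 50% at 20 µM, with a fluorescence ratio check between 0.3 and a set limit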;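 further: plate controls were Siah plus tracer with DMSO for no effect and tracer alone without Siah for full effect; strong numbers were not always called active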
Dengue-2 NS5 capping – Dengue-2 NS5 methyltransferase inhibitors, primary screen, biochemical, confirmation dose response (AID 588689); Dengue-2 NS5 methyltransferase capping enzyme assay, biochemical; higher % means a stronger effect; one-dose inhibition, % at 25 µM; IC50 in µM for titrated hits; 340,000 compounds, 0.3% hits; in the data active means a potency from the dose series
Myeloid diff 2 – myeloid differentiation induction | calls only at 10 µM | ER-HoxA9 myeloid progenitors, lysozyme-GFP differentiation, flow cytometry | 360,000 compounds, 1% hits;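 active means normalized GFP-positive differentiation at or above the plate's own cutoff, the solvent-only control mean plus 3 SD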;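 further: cells exposed to compound for four days before flow analysis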
AID2073 – inhibitors of Mint1-CaV2.2 protein interaction, biochemical, HTRF (AID 2073). HTRF protein-protein interaction, Mint1-CaV2.2; higher % means a stronger effect. one-dose inhibition, % at 20 µM; IC50 in µM for titrated hits. 290,000 compounds, 0.19% hits; in the data active means inhibition mostly above about 51%, no sharp cut-off; further: some results filed as inactive read as strong as hits
HIV fusion peptide – inhibitors of HIV fusion peptide binding, primary screen, biochemical, uHTS, fluorescence dequenching (AID 1986). cell-free peptide binding, fluorescence dequenching, 30 min; higher % means a stronger effect. inhibition, % at 20 µM, or IC50 in µM where a hit was titrated. 290,000 compounds, 0.3% hits; in the data active means inhibition mostly above about 52%, no sharp cut-off; inactive means mostly below about 76%; further: some results filed as inactive read as strong as hits
LYP phosphatase – PTPN22 lymphoid phosphatase activity blockers – biochemical, fluorescence intensity, uHTS (AID 1779); one-dose inhibition, % at 11.5 µM; IC50 in µM for titrated hits; recombinant LYP phosphatase, fluorescence intensity; higher % means a stronger effect; 290,000 compounds, 0.054% hits;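 further: plate controls were vehicle with enzyme for no effect and no enzyme for full effect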
XIAP displacement – small molecules displacing peptide from XIAP – biochemical, IAP family, fluorescence polarization (AID 1018) | XIAP BIR domain, fluorescence polarization peptide displacement; higher % means a stronger effect | displacement, % at 20 µM, or IC50 in µM where a hit was titrated | 200,000 compounds, 0.007% hits; in the data active means displacement above about 50%; further: a part of the inactive calls stands beside numbers as strong as those of hits
Lipid droplet – hepatic lipid droplet formation modulation | AML12 mouse hepatocytes, oleate lipid droplets, BODIPY imaging | 240,000 compounds, 0.4% hits | inhibition, % at 6.5 µM;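 active means lipid droplet intensity inhibited by at least 50%, with more than 500 cells counted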
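Assay system: AML12 mouse liver cells | Compound: 6.5 µM single-point dosing | Schedule: Overnight exposure | Technique: Fluorescence imaging, 20x objective, two fields per well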
Lipid droplet cells 6.5 µM – also measured in Lipid droplet; calls as there; cell count; measured here: cell count, cytotoxicity flag;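 cells counted across two imaged fields per well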
Myeloid diff 2 GFP+ MAC1+ % – recorded beside Myeloid diff 2, whose call it bears; GFP+ MAC1+ double positive, %; measured here: differentiation confirmed by MAC1 staining
Starred values were filed as active, the others as inactive; i = inactive; nt = no result given. Unless noted, no stated cut-off is given here; in the data, active means inhibition above about 50%; inactive means the rest. A portion of the library, so the mix of outcomes need not match the whole.

Labels used below – A = HEK293 NOD2/NF-kB; B = SIAH1 antagonists; C = Dengue-2 NS5 capping; D = Myeloid diff 2; E = Myeloid diff 2 GFP+ MAC1+ %; F = AID2073; G = HIV fusion peptide; H = LYP phosphatase; I = XIAP displacement; J = Lipid droplet; K = Lipid droplet cells 6.5 µM
COCCN1CCN(C(=O)c2ccc3nc(Cc4ccccc4F)oc3c2)CC1
  A = -5%	B = -5%	C = -1%	D = i	E = 0.9	F = 1%	G = -0.9%	H = -5%	I = nt	J = 3	K = 669
CCOc1ccc(NC(=O)CSc2ncn[nH]2)c([N+](=O)[O-])c1
  A = -8%	B = -2%	C = 1%	D = i	E = 0.5	F = 1%	G = 0.8%	H = -1%	I = -22%	J = -2	K = 642
Cc1ccc2nc(SCC(=O)NCc3ccco3)c(C#N)cc2c1
  A = -26%	B = 3%	C = -7%	D = i	E = 1.2	F = 2%	G = 1.5%	H = -1%	I = -12%	J = -34	K = 691
COc1ccc(Nc2ccc(Cl)nn2)cc1
  A = -7%	B = 1%	C = -4%	D = i	E = 0.9	F = 4%	G = 0.1%	H = -5%	I = nt	J = nt	K = nt
Fc1cc(F)cc(NC(=S)NCCCN2CCOCC2)c1
  A = -6%	B = 4%	C = -7%	D = i	E = 0.3	F = -10%	G = 1.4%	H = -8%	I = -1.5%	J = 2	K = 728
Cc1cc(SCC(=O)NCCN2C(=O)CSC2=O)nc2c(C)cccc12
  A = -12%	B = -1%	C = 3%	D = i	E = 0.5	F = 5%	G = -1.3%	H = -7%	I = -7.3%	J = 20	K = 461
CCn1cc(C(=O)N2CCN(Cc3ccc4c(c3)OCO4)CC2)c2cc(OC)c(OC)cc2c1=O
  A = -7%	B = -2%	C = -4%	D = i	E = 0.6	F = 15%	G = -0.6%	H = -8%	I = -8.3%	J = nt	K = nt
CCOc1cc(C(c2c(C)[nH][nH]c2=O)c2c(C)[nH][nH]c2=O)cc(Cl)c1O
  A = -15%	B = -4%	C = 0%	D = i	E = 1.3	F = -14%	G = -1.8%	H = -4%	I = nt	J = -24	K = 400
C#CCOCCOCCOCCNc1nc(N2CCOCC2)nc(N2CCN(C(=O)[C@H](CCCCN)n3cc([C@@H](N)CC(C)C)nn3)CC2)n1
  A = 3%	B = 3%	C = -2%	D = i	E = 1.7	F = 12%	G = 2.3%	H = -10%	I = -5.3%	J = -9	K = 643
CCOC(=O)N1CCN(c2ccc(O)cc2)CC1
  A = 0%	B = -4%	C = -3%	D = i	E = 0.7	F = -110%	G = -2.1%	H = -5%	I = -6.2%	J = 2	K = 703
COc1ccc(OCC(=O)O/N=C(\N)Cc2ccc(Cl)cc2Cl)cc1
  A = 10%	B = 3%	C = 3%	D = i	E = 0.8	F = -4%	G = -2.6%	H = -5%	I = -2.5%	J = 2	K = 822
CN(C)/C=C(\C(=O)c1ccccc1)c1nnnn1-c1ccc(F)cc1
  A = 25%	B = 12%	C = 2%	D = i	E = 0.4	F = 1%	G = 0.4%	H = -1%	I = nt	J = 6	K = 736
Cc1nn(C(=O)CCC(=O)NCCc2ccccc2)c2ccccc12
  A = 14%	B = 3%	C = -6%	D = i	E = 0.6	F = 0%	G = -1.3%	H = -9%	I = nt	J = -3	K = 735
O/N=C(/Cc1ccccn1)c1ccccc1
  A = 2%	B = -1%	C = 1%	D = i	E = 1.7	F = 9%	G = -1.8%	H = -6%	I = -2.9%	J = nt	K = nt
Cc1oc2cc3oc(=O)c(CCC(=O)NCCC(=O)O)c(C)c3cc2c1C
  A = 3%	B = 2%	C = -1%	D = i	E = 0.6	F = 22%	G = 6.1%	H = -5%	I = nt	J = -17	K = 795
O=C(c1ccc(NC(=O)C(c2ccccc2)c2ccccc2)cc1)c1ccc(C(=O)O)c(C(=O)O)c1
  A = 14%	B = -4%	C = 58µM*	D = i	E = 0.4	F = 15%	G = 56%	H = -4%	I = nt	J = nt	K = nt
C/C(CC(=O)Nc1ccccn1)=N\NC(=O)c1ccc2ccccc2c1
  A = -14%	B = 7%	C = 1%	D = i	E = 0.6	F = 3%	G = -5.0%	H = -4%	I = -9.5%	J = -6	K = 520
Cc1ccc(-n2nnnc2SCC(=O)N2CCc3ccccc3C2)cc1
  A = 3%	B = 2%	C = -3%	D = i	E = 4.3	F = -3%	G = -1.5%	H = -1%	I = -5.1%	J = -9	K = 701
Cc1ccc(-c2cc(-c3ccccc3)nc(NN)n2)cc1
  A = 5%	B = 5%	C = -4%	D = i	E = 0.8	F = 12%	G = -2.5%	H = -1%	I = nt	J = 22	K = 806
COc1cc(/C=C/C(=O)OCC(=O)N2CCc3ccccc3C2)ccc1O
  A = -5%	B = 2%	C = 4%	D = i	E = 0.6	F = 10%	G = -2.0%	H = 0%	I = -1.4%	J = -10	K = 590
COC1(NC(=O)c2ccccc2)C(C)=CC(=O)C=C1C
  A = 12%	B = -4%	C = -3%	D = i	E = 0.6	F = -55%	G = 0.5%	H = -12%	I = -14%	J = -17	K = 776
COc1ccc(C(O)(C(=O)NNc2ccc(C)cc2)c2cccs2)cc1 (configuration not stated)
  A = -6%	B = -1%	C = -5%	D = i	E = 0.8	F = -20%	G = 35%	H = -6%	I = -3.5%	J = -10	K = 686
Cc1ccccc1-n1c(=S)[nH]c2nc3c(cc2c1=O)CCCC3
  A = 1%	B = -4%	C = 0%	D = i	E = 0.1	F = -7%	G = -1.5%	H = 5%	I = -1.9%	J = 0	K = 761
O=C(COC(=O)C1CC(=O)N(Cc2ccccc2)C1)Nc1ccc2c(c1)OCO2 (configuration not stated)
  A = -4%	B = -1%	C = 2%	D = i	E = 1.8	F = 2%	G = 0.5%	H = -8%	I = -1.4%	J = nt	K = nt
CCc1ccc(NS(=O)(=O)c2c(C(=O)N3CCOCC3)c(C)n(C)c2C)cc1
  A = 4%	B = 2%	C = 9%	D = i	E = 4.7	F = -5%	G = -0.2%	H = -7%	I = nt	J = 7	K = 718
CS(=O)(=O)c1ccc(-c2csc(-c3cccnc3)n2)cc1
  A = 15%	B = -6%	C = -2%	D = i	E = 0.9	F = 13%	G = -1.3%	H = -5%	I = nt	J = nt	K = nt
CCOC(=O)C(NC(=O)c1cccc(Cl)c1)(OCc1ccc(F)cc1)C(F)(F)F (configuration not stated)
  A = -13%	B = -1%	C = -3%	D = i	E = 3.1	F = -4%	G = 0.3%	H = -3%	I = -4.8%	J = 64*	K = 661*
CCN(CC(=O)NCCc1ccccc1)S(=O)(=O)c1ccc(Br)cc1
  A = 4%	B = -3%	C = -1%	D = i	E = 6.8	F = -1%	G = -0.2%	H = -5%	I = -2.2%	J = 0	K = 695
Clc1cccc(N/N=C/c2ccc(N3CCOCC3)s2)c1
  A = -93%	B = -10%	C = -1%	D = i	E = 0.4	F = 19%	G = 11%	H = -4%	I = -3.3%	J = -21	K = 596
NC(=O)CCN1CCC(c2nc3ccccc3s2)CC1
  A = 0%	B = 0%	C = -1%	D = i	E = 0.8	F = 10%	G = 1.2%	H = -8%	I = nt	J = -1	K = 729
O=S(=O)(Nc1nc2ccccc2nc1Cl)c1ccc(F)cc1
  A = -6%	B = -2%	C = -8%	D = i	E = 0.4	F = 4%	G = 3.8%	H = -6%	I = nt	J = 1	K = 752
O=C(Cn1cnc2ccccc21)N/N=C/c1ccco1
  A = 6%	B = -1%	C = -16%	D = i	E = 0.5	F = -11%	G = 16%	H = -5%	I = -8.2%	J = 3	K = 728
CCOC(=O)c1sc(NC(=O)CSc2nncn2C)nc1C
  A = -2%	B = 18%	C = -6%	D = i	E = 0.4	F = -2%	G = -0.6%	H = 0%	I = -4.7%	J = 1	K = 704
O=C(CSc1ncc(-c2ccc(F)cc2)n1Cc1ccco1)Nc1nccs1
  A = -1%	B = 1%	C = 2%	D = i	E = 0.8	F = -7%	G = 2.1%	H = 1%	I = -2.4%	J = nt	K = nt
CC(c1ccccc1)C(Cc1nc2ccccc2[nH]1)c1nc2ccccc2[nH]1 (configuration not stated)
  A = 4%	B = 0%	C = nt	D = nt	E = nt	F = -1%	G = 0.7%	H = -3%	I = -5.0%	J = -62	K = 520
N#CCCN1CCN(C(=S)c2ccc(-c3cccc(Cl)c3)o2)CC1
  A = -47%	B = -1%	C = -4%	D = i	E = 3.2	F = 12%	G = -1.4%	H = -4%	I = -6.6%	J = nt	K = nt
CC(=O)Nc1ccc(NC(C)=C(C#N)C#N)cc1
  A = 17%	B = 9%	C = -3%	D = i	E = 0.3	F = 4%	G = 0.9%	H = 1%	I = -6.0%	J = 5	K = 560
COc1ccc(C(=O)NCC(=O)OCC(=O)N2CCCc3ccccc32)cc1
  A = 11%	B = 6%	C = -9%	D = i	E = 0.9	F = 5%	G = -0.4%	H = 0%	I = -9.8%	J = 0	K = 658
Cc1nn(C)c(C)c1CN(C)C(=O)C1(C)CC1(Br)Br (configuration not stated)
  A = 13%	B = 8%	C = -8%	D = i	E = 0.6	F = 1%	G = -0.5%	H = -11%	I = 1.2%	J = -5	K = 593
Cc1ccc(C(=O)N2CCN(c3ccccc3)CC2)cc1S(=O)(=O)N1CCOCC1
  A = 4%	B = 3%	C = -2%	D = i	E = 0.4	F = -2%	G = 0.1%	H = -5%	I = nt	J = 0	K = 862
CC(=O)N1c2ccc(S(=O)(=O)NCC3CCC(C(=O)N4CCC(C)CC4)CC3)cc2CC1C (configuration not stated)
  A = -6%	B = 7%	C = -4%	D = i	E = 0.5	F = 3%	G = -1.5%	H = -9%	I = nt	J = 14	K = 728
COc1cc(-c2noc(C)c2C#CC2(N)CCCCC2)cc(OC)c1OC
  A = 1%	B = -2%	C = -10%	D = i	E = 1.0	F = -2%	G = 1.2%	H = -7%	I = nt	J = nt	K = nt

Exported in CSV form: part of the list above
SMILES,HEK293 NOD2/NF-kB,SIAH1 antagonists,Dengue-2 NS5 capping,Myeloid diff 2,Myeloid diff 2 GFP+ MAC1+ %,AID2073,HIV fusion peptide,LYP phosphatase,XIAP displacement,Lipid droplet,Lipid droplet cells 6.5 µM
CS(=O)(=O)c1ccc(-c2csc(-c3cccnc3)n2)cc1,15%,-6%,-2%,i,0.9,13%,-1.3%,-5%,nt,nt,nt
CCOC(=O)C(NC(=O)c1cccc(Cl)c1)(OCc1ccc(F)cc1)C(F)(F)F (configuration not stated),-13%,-1%,-3%,i,3.1,-4%,0.3%,-3%,-4.8%,64*,661*
CCN(CC(=O)NCCc1ccccc1)S(=O)(=O)c1ccc(Br)cc1,4%,-3%,-1%,i,6.8,-1%,-0.2%,-5%,-2.2%,0,695
Clc1cccc(N/N=C/c2ccc(N3CCOCC3)s2)c1,-93%,-10%,-1%,i,0.4,19%,11%,-4%,-3.3%,-21,596
NC(=O)CCN1CCC(c2nc3ccccc3s2)CC1,0%,0%,-1%,i,0.8,10%,1.2%,-8%,nt,-1,729
O=S(=O)(Nc1nc2ccccc2nc1Cl)c1ccc(F)cc1,-6%,-2%,-8%,i,0.4,4%,3.8%,-6%,nt,1,752
O=C(Cn1cnc2ccccc21)N/N=C/c1ccco1,6%,-1%,-16%,i,0.5,-11%,16%,-5%,-8.2%,3,728
